# mIAP act = activators of mouse IAP, primary screen, biochemical, luminescence, uHTS | intestinal alkaline phosphatase [Mus musculus] | muIAP, CDP-Star luminescence, 30 min; hits give high values; 1 = vehicle-only enzyme signal, 0 = enzyme-free wells | activation factor at 10 µM | 0.24% of 330,000 active | AID 2805, 2010;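 active = activation factor of at least 2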; note: the source names both 10 and 20 µM as test concentration; values of inactives mirror those of a sister screen read the other way
#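 Assay system: mouse IAP enzyme; Reagent: CDP-Star chemiluminescent phosphatase substrate; Compound: DMSO-dissolved test compounds; Incubation: 30 min, room temperature; Technique: luminescence from enzymatic CDP-Star hydrolysis; Controls: DMSO-only wells and no-enzyme negative control.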
# tim10-1 inh = growth inhibitors of tim10-1 mutant yeast, primary screen, luminescence, uHTS; S. cerevisiae tim10-1 ts strain growth, BacTiter-Glo, 24 h; inhibition, % at 20 µM; 2.2% of 330,000 active;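 active = inhibition of at least 40%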;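 note: mutant grown at 25 °C; 0% = DMSO wells with yeast and 100% = wells holding no yeast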
# TIM10 inh = growth inhibitors of isogenic TIM10 control yeast, primary screen, counter-screen for tim10-1 yeast inhibitor project, luminescence, uHTS | S. cerevisiae TIM10 strain growth, BacTiter-Glo luminescence, 24 h | inhibition, % at 10 µM | 1.4% of 330,000 active;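 active = inhibition of 40% or more at the single tested concentration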;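 note: wild-type TIM10 isogenic control strain grown at permissive 25 °C; 0% = DMSO yeast wells and 100% = minimal medium wells without yeast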
# APOBEC3G inh = APOBEC3G DNA deaminase inhibitors, primary screen, biochemical, fluorescence, single-stranded DNA substrate, uHTS. 0.28% of 330,000 active. recombinant A3G, ssDNA deamination FAM/TAMRA fluorescence. AID 493012, 2011. inhibition, % at 20 µM;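 active = inhibition of at least 40% at 20 µM, with no more than 30% in the related APOBEC3A deaminase screen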;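 note: plate controls were DMSO wells with A3G for no effect and wells lacking A3G enzyme for full effect; some compounds called inactive have numbers as strong as hits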
# Target sequence (Q9HC16 whole entry, looked up): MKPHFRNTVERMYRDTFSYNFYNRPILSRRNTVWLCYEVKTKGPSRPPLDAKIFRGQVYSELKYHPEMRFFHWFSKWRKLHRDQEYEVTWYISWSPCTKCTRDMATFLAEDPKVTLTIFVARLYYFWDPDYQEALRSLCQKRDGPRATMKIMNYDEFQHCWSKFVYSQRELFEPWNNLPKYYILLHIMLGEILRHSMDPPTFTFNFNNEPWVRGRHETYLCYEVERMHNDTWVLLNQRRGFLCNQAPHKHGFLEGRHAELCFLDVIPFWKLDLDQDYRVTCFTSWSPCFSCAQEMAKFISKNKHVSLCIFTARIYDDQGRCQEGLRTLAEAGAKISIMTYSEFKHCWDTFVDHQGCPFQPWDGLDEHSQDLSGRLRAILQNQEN
# hIAP inh = human IAP inhibitors, primary screen, biochemical, luminescence, uHTS | purified IAP, CDP-Star luminescence, 30 min | inhibition, % at 10 µM | 0.12% of 330,000 active;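 active = inhibition reaching a set limit with compound at 10 µM in the primary screen, cut at about 35% in these data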;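 note: plate controls were DMSO wells with enzyme for no effect and no-enzyme buffer wells for full effect; values of inactives mirror those of a sister screen read the other way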
# Target sequence (P09923 whole entry, looked up): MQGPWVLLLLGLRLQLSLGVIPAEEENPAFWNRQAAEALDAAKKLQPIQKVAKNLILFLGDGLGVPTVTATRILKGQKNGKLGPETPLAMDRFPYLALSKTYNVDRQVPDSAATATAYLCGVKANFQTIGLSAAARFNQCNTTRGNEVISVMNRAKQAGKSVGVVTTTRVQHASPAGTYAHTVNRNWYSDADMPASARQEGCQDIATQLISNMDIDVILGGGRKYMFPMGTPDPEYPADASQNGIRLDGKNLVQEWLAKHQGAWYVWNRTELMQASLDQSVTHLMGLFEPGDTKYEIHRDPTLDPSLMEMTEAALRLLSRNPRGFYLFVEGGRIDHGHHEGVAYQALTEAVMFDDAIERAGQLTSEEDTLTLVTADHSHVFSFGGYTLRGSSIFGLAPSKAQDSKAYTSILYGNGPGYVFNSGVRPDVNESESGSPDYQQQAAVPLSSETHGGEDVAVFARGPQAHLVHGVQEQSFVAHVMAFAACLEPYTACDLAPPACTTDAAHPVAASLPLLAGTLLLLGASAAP
# A3A deaminase = APOBEC3A ssDNA deaminase inhibitors, primary screen, selectivity assay for APOBEC3G inhibitor project, biochemical, FAM/TAMRA oligo cleavage fluorescence | DNA dC->dU-editing enzyme APOBEC-3A (Homo sapiens), P31941 | recombinant A3A, FAM/TAMRA ssDNA deamination fluorescence | inhibition, % at 20 µM | 0.41% of 330,000 active | AID 493011, 2011;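 active = at least 40% inhibition at 20 µM here, with at most 30% in a related deaminase screen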;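 note: plate controls were A3A with DMSO for no effect and wells lacking A3A enzyme for full effect; some results filed as inactive read as strong as hits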
# Target sequence (P31941 whole entry, looked up): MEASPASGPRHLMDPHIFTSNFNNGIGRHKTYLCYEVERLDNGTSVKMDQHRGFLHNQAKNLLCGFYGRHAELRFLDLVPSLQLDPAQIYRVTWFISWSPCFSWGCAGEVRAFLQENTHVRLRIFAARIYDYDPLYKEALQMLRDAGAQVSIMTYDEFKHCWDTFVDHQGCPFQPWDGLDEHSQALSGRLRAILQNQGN
# MIN6 prolif = inducers of MIN6 beta-cell proliferation, primary screen, ATP luminescence, uHTS; proliferation, % at 10 µM; 0.29% of 330,000 active; MIN6 cells proliferation, ATPlite luminescence, 48 h; cells starved in 0.2% serum; 100% = growth in 10% serum; AID 2380, 2010;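 active = compounds whose signal lies at least 3.5 SD above the mean of all wells on their plate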;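 note: 0% = DMSO-treated cells in low-serum medium and 100% = 10% serum control; some compounds called inactive have numbers as strong as hits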
# NLRP3 yeast inh = NALP3 inflammasome inhibitors in reconstituted yeast, primary screen, luminescence, uHTS. Yeast reconstituted NLRP3/ASC/caspase-1, beta-gal luminescence, 24 h. inhibition, % at 10 µM. 0.39% of 330,000 active;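 active = inhibition of 50% or more; inactive = inhibition below 50%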;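 note: plate controls were induced DMSO wells for no effect and uninduced yeast grown without galactose for full effect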
# mIAP inh = inhibitors of mouse IAP, primary screen, biochemical, luminescence, uHTS | purified mouse IAP, CDP-Star luminescence, 30 min | intestinal alkaline phosphatase [Mus musculus] | 0.2% of 330,000 active | inhibition, % at 10 µM;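 active = inhibition of at least 40% at 10 µM in the primary screen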;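 note: plate controls were DMSO with enzyme for no effect and no enzyme wells for full effect; values of inactives mirror those of a sister screen read the other way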
# The depositor's hits bear a star; . = not tested or not shown.
[1] COc1ccc(C(=O)NN=C2CCCC2)cc1OC
[2] COc1cccc(CN2CCC(N(CCc3ccccc3)Cc3ccccc3)CC2)c1OC
[3] Cc1cc(C)nc(N2CCC(C(=O)Nc3ccc4c(c3)CCC4)CC2)n1
[4] O=C1OCCN1C(=O)[C@H]1[C@H](c2ccccc2)C(c2ccc(F)cc2)=NN1c1ccccc1
[5] Fc1ccc(CNc2ccccn2)cc1
[6] C=CCn1c(=O)c2c(nc3n2CCCN3Cc2ccccc2)n(C)c1=O
[7] COCCNC(=O)NC(=O)CN1CCN(C(c2ccccc2)c2ccccc2)CC1
[8] CN(C)/C=N/C(=S)Nc1ccccc1F
Screen / compound no.	1	2	3	4	5	6	7	8
mIAP act	0.96	1.1	1	0.95	1	0.92	0.93	0.99
tim10-1 inh	7	-2	21	23	-16	15	7	-2
TIM10 inh	3	-1	-15	14	5	9	13	8
APOBEC3G inh	-9	-5	-3	9	-7	-3	-8	-6
hIAP inh	2	5	0	.	-9	13	1	8
A3A deaminase	-1	-3	-2	6	-8	-2	-2	-18
MIN6 prolif	0	-6	-1	.	1	-2	-3	-2
NLRP3 yeast inh	17	19	17	.	19	-6	-9	1
mIAP inh	4	-11	0	5	-2	8	7	1

[9] COc1cc(C2C(C(=O)OCCC#N)=C(C)NC3=C2S(=O)(=O)c2ccccc23)cc(OC)c1OC (stereo not given)
[10] COC(=O)c1ccccc1NC(=O)CCCN1C(=O)C(c2ccccc2)Oc2cccnc21 (stereo not given)
[11] Cc1[nH]c2ccccc2c1C(=O)C(=O)NCCCc1ccccc1
[12] CON(C)c1nc(OCCNC(=O)OCc2ccc(Cl)cc2C)nc(N(C)C)n1
[13] c1ccc(-c2cc(-c3nnc4sc(-c5ccccn5)nn34)[nH]n2)cc1
[14] O=C(Nc1ccc(S(=O)(=O)N2C[C@@H]3C[C@@H](C2)c2cccc(=O)n2C3)cc1)c1ccc(F)cc1
[15] Cc1nc2ccccn2c1-c1nnco1
[16] COc1ccccc1N1CCN(C(=O)CSc2nc(C)c(Cc3ccccc3)c(=O)[nH]2)CC1
Screen / compound no.	9	10	11	12	13	14	15	16
mIAP act	0.86	0.95	0.98	0.95	0.81	0.85	1.1	1
tim10-1 inh	13	39	14	27	-29	2	16	5
TIM10 inh	6	9	-3	31	-29	3	-4	12
APOBEC3G inh	-6	-4	6	-3	-9	-11	0	-5
hIAP inh	10	1	10	14	3	1	2	-3
A3A deaminase	-2	-4	2	1	-6	-3	-7	3
MIN6 prolif	1	1	-2	0	-2	-3	0	1
NLRP3 yeast inh	0	6	15	10	18	6	14	3
mIAP inh	14	5	2	5	19	15	-8	-4

[17] Cc1cc(/C=C(/C#N)C(=O)O)c(C)n1CCC(C)C
[18] O=C(NCc1ccccc1)c1cc(-c2cccs2)on1
[19] O=C(CNCCc1ccc(F)cc1)Nc1cc(F)ccc1F
[20] CC1(C)C(=O)C2(C(=O)NCc3ccccc3)CCC1C2 (stereo not given)
[21] Cc1ccccc1NC(=O)c1cccc(C(F)(F)F)c1
[22] COc1ccc(NC(=O)N2CCCC2C(=O)Nc2ccc(C)cc2C)cc1 (stereo not given)
[23] O=C(CSc1nc2ncc(Br)cc2[nH]1)Nc1ccccc1-c1ccccc1
[24] N=c1nc(N)nc2n1NC(c1ccc(F)cc1)=CS2
Screen / compound no.	17	18	19	20	21	22	23	24
mIAP act	0.96	0.92	1	1.1	0.98	1.1	0.91	0.95
tim10-1 inh	2	6	23	13	22	6	27	-134
TIM10 inh	-8	-7	0	8	-12	6	11	-169
APOBEC3G inh	-4	-5	32	-5	-6	-3	-8	-1
hIAP inh	-17	-2	-14	7	-11	4	-2	14
A3A deaminase	0	3	-2	-4	-1	0	-7	0
MIN6 prolif	-1	-3	-3	1	0	-3	-6	-2
NLRP3 yeast inh	-2	37	33	-1	0	1	17	14
mIAP inh	4	8	-5	-12	2	-9	10	5

[25] Cc1cc(NC(=O)CN2C(=O)S/C(=C\c3ccccc3)C2=O)no1
[26] C=CCOC(=O)C1=C(C)NC(SCC(N)=O)=C(C#N)C1c1cccs1 (stereo not given)
[27] COC(=O)c1ccc(NS(=O)(=O)c2ccc(S(=O)(=O)N3CCOCC3)cc2)cc1
[28] O=C(COc1ccccc1Cl)N1CCc2ccccc21
[29] O=C(CCS(=O)(=O)Cc1ccc(Cl)cc1)NCCCN1CCN(c2ccccc2F)CC1
[30] O=C1ON=C(c2cccc([N+](=O)[O-])c2)/C1=C/c1ccc(O)cc1
[31] Cc1ccc(NC(=O)CSCC(=O)NCCc2ccccc2)cc1
[32] CCOC(=O)c1cc2n(n1)C(C(F)(F)C(F)(F)F)CC(C)N2 (stereo not given)
Screen / compound no.	25	26	27	28	29	30	31	32
mIAP act	0.94	0.72	0.99	0.93	1	0.97	0.94	1
tim10-1 inh	-3	14	-7	23	-1	9	12	-1
TIM10 inh	-8	1	5	-16	-14	8	8	3
APOBEC3G inh	0	-6	-3	-4	-4	1	-11	-3
hIAP inh	-4	2	0	0	26	4	-21	14
A3A deaminase	5	0	2	1	-2	5	-6	3
MIN6 prolif	1	-2	-2	0	-2	-4	-1	0
NLRP3 yeast inh	14	3	20	34	4	19	13	0
mIAP inh	6	28	1	7	-4	3	6	0

# Results in APOBEC3G inh (two entries from above):
entry	structure	APOBEC3G inh
29	O=C(CCS(=O)(=O)Cc1ccc(Cl)cc1)NCCCN1CCN(c2ccccc2F)CC1	-4
30	O=C1ON=C(c2cccc([N+](=O)[O-])c2)/C1=C/c1ccc(O)cc1	1

# (next part)
[33] Cc1ccc(NC(=S)N2CC(C)OC(C)C2)cc1C (stereo not given)
[34] O=C(CN1C(=O)/C(=C\c2cccc(F)c2)Oc2ccccc21)N1CCN(c2ccccn2)CC1
[35] Cc1ccc(C(=O)n2nnc3ccccc32)cc1[N+](=O)[O-]
[36] O=C(NC1CCN(C(=O)c2ccccc2Br)CC1)c1ccccc1
[37] Cc1nc(NC(=O)C2CC2)sc1C(=O)Nc1cccc(Cl)c1
[38] NCCCC[C@@H](C(=O)N1CCNCC1)n1cc([C@@H](N)CO)nn1
[39] CCCC[n+]1ccn(-c2nc3c([N+](=O)[O-])cccc3n2C)c1
[40] Cc1ccc2c(c1)N(C(=O)CCC(=O)NCCCN1CCN(C)CC1)CCO2
Screen / compound no.	33	34	35	36	37	38	39	40
mIAP act	0.96	0.97	0.99	1	1	0.98	0.97	1.1
tim10-1 inh	-4	9	11	12	-12	-14	-1	-2
TIM10 inh	-4	-6	-10	3	18	-10	-8	0
APOBEC3G inh	-8	-5	-9	-4	-5	-8	17	0
hIAP inh	14	9	1	11	10	5	-27	4
A3A deaminase	-4	6	-4	0	-2	-2	68*	-1
MIN6 prolif	3	-5	0	2	-1	8	-3	-2
NLRP3 yeast inh	22	-1	-1	10	15	12	19	-1
mIAP inh	4	3	1	0	-4	2	3	-5

# Rewritten as labelled records: four of the compounds above
36. O=C(NC1CCN(C(=O)c2ccccc2Br)CC1)c1ccccc1
  mIAP act = 1
  tim10-1 inh = 12
  TIM10 inh = 3
  APOBEC3G inh = -4
  hIAP inh = 11
  A3A deaminase = 0
  MIN6 prolif = 2
  NLRP3 yeast inh = 10
  mIAP inh = 0
37. Cc1nc(NC(=O)C2CC2)sc1C(=O)Nc1cccc(Cl)c1
  mIAP act = 1
  tim10-1 inh = -12
  TIM10 inh = 18
  APOBEC3G inh = -5
  hIAP inh = 10
  A3A deaminase = -2
  MIN6 prolif = -1
  NLRP3 yeast inh = 15
  mIAP inh = -4
38. NCCCC[C@@H](C(=O)N1CCNCC1)n1cc([C@@H](N)CO)nn1
  mIAP act = 0.98
  tim10-1 inh = -14
  TIM10 inh = -10
  APOBEC3G inh = -8
  hIAP inh = 5
  A3A deaminase = -2
  MIN6 prolif = 8
  NLRP3 yeast inh = 12
  mIAP inh = 2
39. CCCC[n+]1ccn(-c2nc3c([N+](=O)[O-])cccc3n2C)c1
  mIAP act = 0.97
  tim10-1 inh = -1
  TIM10 inh = -8
  APOBEC3G inh = 17
  hIAP inh = -27
  A3A deaminase = 68*
  MIN6 prolif = -3
  NLRP3 yeast inh = 19
  mIAP inh = 3

# Next results:
[41] CCCCN(C(=O)c1cc(-c2ccco2)nc2ccccc12)c1c(N)n(CCCC)c(=O)[nH]c1=O
[42] Cn1cnc([N+](=O)[O-])c1Oc1cccc2ccccc12
[43] CCCCCSc1nc2c(c(=O)[nH]c(=O)n2C)n1CC
[44] Cc1ccccc1NC(=O)COC(=O)c1c[nH]c(=O)[nH]c1=O
[45] CN(C)c1ccc(CNc2ccc3c(c2)ncn3C(C)(C)C)cc1
[46] CN1CCN(CP(=O)(N2CCOCC2)N2CCOCC2)CC1
[47] O=C(NCc1ccc2c(c1)OCO2)C1CCN(c2ncccn2)CC1
[48] O=C(NCC(=O)N(CC1CCCO1)C(C(=O)NC1CCCC1)c1ccc(F)cc1)c1ccco1 (stereo not given)
Screen / compound no.	41	42	43	44	45	46	47	48
mIAP act	0.97	1	0.93	0.92	0.93	1.1	1.1	0.98
tim10-1 inh	13	23	10	12	10	6	7	4
TIM10 inh	-15	23	6	9	5	2	9	7
APOBEC3G inh	15	-8	3	-5	-5	-3	-3	0
hIAP inh	-33	-2	20	-28	-2	8	4	23
A3A deaminase	39	-5	-1	-1	6	-3	-1	1
MIN6 prolif	3	-6	6	-2	1	3	3	2
NLRP3 yeast inh	3	-17	-4	-7	14	3	-8	21
mIAP inh	3	-3	7	8	7	-5	-9	2

[49] O=C1CC(NS(=O)(=O)c2ccc([N+](=O)[O-])cc2)CN1c1ccc2c(c1)OCCO2 (stereo not given)
[50] Cn1c(N)c(C(=O)COC(=O)c2ccc(S(=O)(=O)N3CCCCC3)cc2)c(=O)n(C)c1=O
[51] CCOc1ccc(NC(=O)c2ccc(C#CC(C)(C)O)cc2)cc1
[52] N#Cc1c(Nc2ccccc2)c(C=NCCN2CCOCC2)c[nH]c1=O
[53] CCOC(=O)NC(=S)Nc1c(C)n(C)n(-c2ccccc2)c1=O
[54] O=C(NCc1cc(Br)cc(Br)c1OC(=O)c1ccccc1[N+](=O)[O-])c1ccccc1
[55] COC(=O)c1[nH]c2c(c1C(=O)OC)CCc1ccccc1-2
[56] COc1cc(C(=O)NCc2cc3cc(Cl)ccc3n2C)cc(OC)c1OC
[57] CCOC(=O)c1sc(=NC(=O)c2ccco2)n(C)c1C
[58] COc1ccc(C(CNC(=O)c2cccc(S(=O)(=O)Nc3ccc(F)cc3)c2)N(C)C)cc1 (stereo not given)
Screen / compound no.	49	50	51	52	53	54	55	56	57	58
mIAP act	1	1	0.95	1	1	0.92	1	1.1	0.98	1
tim10-1 inh	-17	4	9	-4	-2	33	2	8	15	6
TIM10 inh	2	-29	1	-19	6	39	-3	2	25	0
APOBEC3G inh	-6	-6	-6	-2	-9	0	-9	-3	-7	-8
hIAP inh	-7	0	5	-18	12	13	-1	4	-12	9
A3A deaminase	4	-4	-2	-3	-4	5	-2	-2	-3	-4
MIN6 prolif	0	2	-2	0	5	0	-1	-3	-1	1
NLRP3 yeast inh	7	-1	13	26	9	21	23	20	33	10
mIAP inh	-5	-3	5	-2	-3	8	0	-13	2	-3
